Screens as filed in PubChem BioAssay.
Wnt act – activates Wnt/beta-catenin signaling in a reporter cell assay; activator, plate reader; activation, % at 9.35 µM; AID 743398; actives 1.2% (n = 300,000); in the data active = activation above about 30%, passing the limit was not always enough;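 also: 0% = neutral control wells and 100% = positive control wells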
dFosB activator – mouse delta FosB homodimer activation. activation, % at 25 µM. P13346. actives 0.99% (n = 340,000). purified delta FosB, TAMRA-CDK5 oligo fluorescence polarization; percent of positive-control signal above neutral wells;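 active = mean activation above about 17%, with every replicate also reaching it, limit read from the data, passing the limit was not always enough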;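 also: fluorescence polarization rise as delta FosB binds a TAMRA Cdk5 AP-1 oligo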
Rtt109 Vps75 – blocks Candida albicans Rtt109/Vps75 acetyltransferase activity. inhibition, % at 34.9 µM. purified Rtt109/Vps75, ThioGlo CoA-SH fluorescence, 4 h. actives 0.16% (n = 330,000). Q5AAJ8;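 active = inhibition of at least 50% in every replicate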
PvdQ inh – blocks Pseudomonas aeruginosa PvdQ acylase activity. purified PvdQ acylase, fluorescence plate reader. inhibition, % at 10 µM. actives 0.063% (n = 340,000); in the data active = inhibition above about 30%, passing the limit was not always enough;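 also: 0% = vehicle neutral wells and 100% = reference inhibitor wells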
MITF TRPM1 HTS – increases MITF-driven TRPM1 promoter luciferase signal. actives 0.75% (n = 300,000). activation, % at 12.5 µM. SK-MEL-5 TRPM1-promoter luciferase, 24 h; % of positive control, neutral wells = 0. AID 588334;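 active = mean activation of at least 80% with every replicate also reaching 80%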;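 also: 0% = neutral control wells and 100% = parthenolide positive control wells; values of inactives mirror those of a sister screen read the other way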
HTR5A ag ctr – activates human HTR5A in OPRM1-OPRD1 agonist counter-screen | actives 0.61% (n = 340,000) | activation, % at 9.3 µM | AID 504692 | HTR5A agonist assay, luminescence, cell-based; in the data active = activation mostly above about 9.5%, no sharp cut-off; inactive = mostly below about 7.6%;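 also: 0% = cells with vehicle only and 100% = reference agonist; strong numbers were not always called active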
Target sequence (P47898 whole entry, looked up): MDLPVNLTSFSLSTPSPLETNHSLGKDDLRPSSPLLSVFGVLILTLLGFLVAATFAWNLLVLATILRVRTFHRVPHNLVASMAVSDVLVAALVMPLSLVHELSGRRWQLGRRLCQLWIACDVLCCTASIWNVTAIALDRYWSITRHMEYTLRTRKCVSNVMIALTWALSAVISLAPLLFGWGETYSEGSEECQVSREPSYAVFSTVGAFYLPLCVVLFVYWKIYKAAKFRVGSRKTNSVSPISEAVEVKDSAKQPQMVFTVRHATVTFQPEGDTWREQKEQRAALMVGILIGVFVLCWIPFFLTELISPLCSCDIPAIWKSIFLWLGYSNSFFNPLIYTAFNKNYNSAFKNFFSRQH
RTF Ca sens act – cardiac RTF calcium sensitization. P19429+P45379. IANBD-labeled TnC RTF fluorescence at EC20 calcium; 0% EC20 calcium, 100% full calcium. activation, % at 7.2 µM. actives 0.24% (n = 340,000). AID 493008;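 active = activation above the mean over all tested compounds plus 3 SD, cut at about 30% in these data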;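 also: rise in fluorescence read as greater calcium sensitivity of cardiac thin filaments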
CDK5 inh – CDK5/p35 (human) kinase inhibition; Q00535+Q15078; AID 488839; inhibition, % at 10 µM; Recombinant CDK5/p35, ADP-Glo luminescence, 60 min; actives 0.01% (n = 330,000);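 active = highest replicate inhibition of at least 50% and at least 75% of replicates reaching 50%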;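 also: plate controls were DMSO neutral control for no effect and GW8510 at 10 µM for full effect; many of its hits are not listed in these tables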
SR-BI DiI inh – blocks mouse SR-BI lipid uptake from DiI-HDL; inhibition, % at 12.5 µM; Q61009; ldlA[mSR-BI] CHO cells, DiI-HDL uptake fluorescence, 3 h; actives 0.96% (n = 320,000); AID 488896;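 active = mean replicate inhibition of at least 70% and a set share of replicates each scoring 70 or more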;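 also: 0% = median of neutral control wells and 100% = median of positive control wells; values of inactives mirror those of a sister screen read the other way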
Target sequence (Q61009 whole entry, looked up): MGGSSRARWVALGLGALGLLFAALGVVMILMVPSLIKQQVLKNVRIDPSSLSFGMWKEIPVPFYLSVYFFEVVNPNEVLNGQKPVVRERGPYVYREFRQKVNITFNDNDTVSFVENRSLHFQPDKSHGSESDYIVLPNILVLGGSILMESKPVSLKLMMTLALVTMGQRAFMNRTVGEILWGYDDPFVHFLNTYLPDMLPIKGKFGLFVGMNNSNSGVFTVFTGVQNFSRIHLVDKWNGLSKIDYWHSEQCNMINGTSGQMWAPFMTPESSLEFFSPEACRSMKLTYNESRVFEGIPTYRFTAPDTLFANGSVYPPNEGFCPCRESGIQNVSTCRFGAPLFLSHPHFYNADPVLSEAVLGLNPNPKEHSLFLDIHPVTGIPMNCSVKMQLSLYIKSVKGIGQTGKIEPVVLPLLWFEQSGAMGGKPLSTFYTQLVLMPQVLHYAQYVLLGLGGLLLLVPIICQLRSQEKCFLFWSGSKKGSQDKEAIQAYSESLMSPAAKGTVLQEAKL
SR-BI DiI-HDL act – SR-BI HDL lipid transfer activation; CHO ldlA[mSR-BI] cells, DiI-HDL uptake fluorescence, 3 h; 100 = double the neutral-control signal; activation, % at 12.5 µM; actives 0.096% (n = 320,000); AID 504775;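 active = mean replicate activation of at least 60% and every replicate at or above 60%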;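 also: 0% = median plate neutral-control signal and 100% = twice that signal; values of inactives mirror those of a sister screen read the other way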
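System: CHO ldlA[mSR-BI] cells / Medium: HEPES-buffered (25 mM, pH 7.4) F12 plus 0.5% BSA / Probe or stimulus: labelled HDL, 10 µg/mL / Doses: single compound concentration, delivered by pin transfer / Schedule: 3 h, 37 °C / Measured by: DiI fluorescence, bottom read / Measure: cell-associated DiI fluorescence as measure of HDL uptake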
The depositor's hits bear a star; . = no result given.

smiles,Wnt act,dFosB activator,Rtt109 Vps75,PvdQ inh,MITF TRPM1 HTS,HTR5A ag ctr,RTF Ca sens act,CDK5 inh,SR-BI DiI inh,SR-BI DiI-HDL act
CCN(CCn1cccn1)C(=O)CC1C(=O)NCCN1CC1CCCCC1 (stereo not given),-1.9,-3.0,-2.6,-5.9,7.4,2.8,8.3,-7.9,-18.2,18.2
COc1ccc(-c2csc(Nc3ncccc3C)n2)cc1,.,-7.0,-0.8,-0.2,48.8,-2.1,2.5,0.4,16.6,-16.6
Cc1nc2ccc(C(=O)N/N=C/c3ccc(O)cc3)cc2[nH]1,0.3,6.1,25.7,4.7,-5.0,3.0,-3.0,-2.6,.,.
CCOC(=O)c1ccc(NC(=S)N(CCCN2CCCC(C)C2)Cc2cccs2)cc1 (stereo not given),-1.3,-5.0,8.6,-10.8,5.2,0.8,-0.8,0.8,25.3,-25.3
Cc1cc(S(=O)(=O)Nc2ccc3c(c2)COC3=O)ccc1F,1.5,-5.7,3.3,-5.8,-0.4,2.2,2.8,0.0,-23.1,23.1
c1ccc(Nc2cccc(Nc3ccccc3)n2)cc1,.,-2.8,6.6,-9.0,49.8,1.7,-4.3,0.6,.,.
Cc1nnc(SCC2=C(C(=O)O)N3C(=O)C(NC(=O)Cn4nc(C)c(Cl)c4C)C3SC2)s1 (stereo not given),-0.7,-1.0,4.9,-13.2,2.9,-9.5,1.3,-2.4,-7.2,7.2
CC(C)NCc1nnc(-c2ccccc2Cl)o1,0.6,-2.9,1.1,5.7,12.3,0.6,-0.9,2.7,-8.3,8.3
O=C(c1ccccc1)[C@@H]1[C@@H](C(=O)c2ccc(F)cc2)[C@@]2(C(=O)Nc3ccccc32)[C@H]2c3ccccc3C=CN12,3.4,-0.5,0.6,0.5,-2.1,4.2,6.6,1.4,-30.4,30.4
Cc1ccc(OCCOCCNC(C)C)c(Br)c1,.,4.5,8.8,4.4,-10.2,-0.1,-0.4,-0.7,-29.3,29.3
O=C(Nc1ccc(N2CCCC2)c(S(=O)(=O)Nc2cccc(C(F)(F)F)c2)c1)c1cccs1,7.6,-7.7,2.6,-11.1,-9.4,3.8,-4.8,-0.7,13.2,-13.2
Clc1ccc2c(N3CCOCC3)ccnc2c1,-1.4,7.0,8.2,-10.4,-4.1,-1.6,-2.1,1.6,-13.0,13.0
COc1ccc2nc(SCC(=O)NC3(C#N)CCCCC3)[nH]c2c1,2.2,3.6,.,13.8,-5.3,-0.5,-3.2,-1.3,8.0,-8.0
N#C/C(=N/O)c1nc(-c2ccc(F)cc2)cs1,-0.6,5.3,1.7,-21.6,2.1,-0.3,1.4,0.0,-10.5,10.5
COc1ccc(C(=O)Nc2cc(C(C)=O)c(C)oc2=O)cc1,3.0,-1.6,10.9,-16.8,2.7,-0.5,0.2,-1.4,9.9,-9.9
CCCC(=O)N1CCN(c2nnc(-c3ccccc3)c3ccccc23)CC1,-3.1,-8.0,13.1,0.1,.,0.5,-1.1,0.7,38.3,-38.3
Cc1cc(CNC(=O)Cc2ccccc2)c2ccccc2n1,-0.3,-13.9,5.9,-6.2,27.0,2.1,2.5,1.3,-3.2,3.2
COc1ccc(C(=O)Nc2ccccc2C(=O)O)cc1NC(=O)C(c1ccccc1)c1ccccc1,2.9,-22.8,22.1,-10.0,8.3,2.1,-6.5,-1.9,.,.
O=C(OCC(=O)N1CCOCC1)c1cccc(S(=O)(=O)N2CCCc3ccccc32)c1,-0.7,0.4,-3.0,2.3,-8.5,0.4,-3.8,-0.9,9.9,-9.9
Cc1ccc(-n2ncc3c(NCc4ccc5c(c4)OCO5)ncnc32)c(C)c1,-3.4,-10.1,3.3,-0.6,.,14.5*,-1.4,-0.9,26.9,-26.9

Exported field by field: 3 of the compounds above.
Structure: N#C/C(=N/O)c1nc(-c2ccc(F)cc2)cs1
  Wnt act = -0.6
  dFosB activator = 5.3
  Rtt109 Vps75 = 1.7
  PvdQ inh = -21.6
  MITF TRPM1 HTS = 2.1
  HTR5A ag ctr = -0.3
  RTF Ca sens act = 1.4
  CDK5 inh = 0.0
  SR-BI DiI inh = -10.5
  SR-BI DiI-HDL act = 10.5

Structure: COc1ccc(C(=O)Nc2cc(C(C)=O)c(C)oc2=O)cc1
  Wnt act = 3.0
  dFosB activator = -1.6
  Rtt109 Vps75 = 10.9
  PvdQ inh = -16.8
  MITF TRPM1 HTS = 2.7
  HTR5A ag ctr = -0.5
  RTF Ca sens act = 0.2
  CDK5 inh = -1.4
  SR-BI DiI inh = 9.9
  SR-BI DiI-HDL act = -9.9

Structure: CCCC(=O)N1CCN(c2nnc(-c3ccccc3)c3ccccc23)CC1
  Wnt act = -3.1
  dFosB activator = -8.0
  Rtt109 Vps75 = 13.1
  PvdQ inh = 0.1
  MITF TRPM1 HTS = .
  HTR5A ag ctr = 0.5
  RTF Ca sens act = -1.1
  CDK5 inh = 0.7
  SR-BI DiI inh = 38.3
  SR-BI DiI-HDL act = -38.3

Next part.
smiles,Wnt act,dFosB activator,Rtt109 Vps75,PvdQ inh,MITF TRPM1 HTS,HTR5A ag ctr,RTF Ca sens act,CDK5 inh,SR-BI DiI inh,SR-BI DiI-HDL act
O=C(NCCCN1CCOCC1)c1cc2ccccc2oc1=O,.,-7.2,-1.1,-10.3,.,4.9,2.9,2.4,-12.3,12.3
Cc1ccc(CNC(=O)CCCn2nc(C)n3ccnc3c2=O)cc1,-2.0,0.9,-0.7,-11.7,8.1,0.5,1.4,1.3,-15.8,15.8
CCCCn1c(SCC(=O)NCc2ccc(OC)c(C(=O)O)c2)nc2cc(S(N)(=O)=O)ccc21,1.6,-4.0,8.1,-6.3,11.5,1.6,-5.3,0.3,-23.1,23.1
CC(O)CNc1nc2c(c(=O)n(Cc3ccccc3)c(=O)n2C)n1C (stereo not given),1.6,-7.3,5.7,-7.7,-6.5,3.9,-2.8,1.3,-4.7,4.7
CCC(C)COC(=O)C(C#N)c1nc2ccccc2nc1N1CCCCC1 (stereo not given),.,-6.7,-4.5,-2.8,7.5,-7.3,7.3,-2.6,47.0,-47.0
Cc1nc(C/C(=N\Nc2ccccc2)c2ccc(O)cc2O)cs1,-0.1,4.3,11.6,-4.3,-13.4,3.6,-6.5,-2.3,20.7,-20.7
Cc1cccc(NC(=O)NCC(F)(F)F)n1,.,2.9,3.0,-9.5,7.3,4.0,-0.6,-6.3,-14.7,14.7
O=C(NCO)c1cccnc1,-0.8,2.9,12.3,-1.4,4.7,0.5,2.7,-1.3,-7.2,7.2
CCc1[nH]nc2c1C(c1ccsc1)C(C#N)=C(N)O2 (stereo not given),-3.2,-5.1,7.8,-6.6,-10.5,-3.4,4.9,0.9,6.7,-6.7
Cc1cc([N+](=O)[O-])nn1CC(=O)N1N=C(C(F)F)CC1(O)C(F)F (stereo not given),-1.0,1.5,2.0,-1.3,18.5,0.4,9.3,-1.6,-37.1,37.1
COc1cccc(-c2sc3ccccc3c2-c2ccc(OCCN(C)C)cc2)c1,-1.6,-21.4,14.3,-5.6,-19.6,6.8,0.2,1.0,33.4,-33.4
CCCCN1C(C(=O)Nc2ncccn2)=C(O)c2ccccc2S1(=O)=O,1.3,-0.6,1.7,-28.6,0.7,0.6,-7.2,0.4,9.0,-9.0
Cc1ccc(CN(c2ccc(C(=O)NCc3ccc4c(c3)OCO4)cc2)S(C)(=O)=O)cc1,.,-3.4,-1.1,-9.6,-0.4,-2.6,-3.1,2.3,-1.0,1.0
COc1ccc(CNC(=O)COC(=O)/C=C/c2cccc(Br)c2)cc1,-0.7,0.1,0.5,-11.0,-5.1,-2.3,10.2,-0.6,-42.3,42.3
C=C(C)CN(CC)c1nc(N)c2c(N)nc3c(c2c1C#N)CC(=O)N3C12CC3CC(CC(C3)C1)C2,-37.9,4.6,-4.5,-5.9,-2.6,-0.3,4.4,1.5,20.5,-20.5
COCC(=O)OCC(=O)Nc1ccccc1-c1ccccc1,-2.5,-3.3,-15.7,-14.2,10.9,12.0,1.7,-0.5,-5.4,5.4
Cc1ccnc(NS(=O)(=O)c2ccc(NC(=O)c3ccc(Cl)cc3[N+](=O)[O-])cc2)n1,-3.8,-1.3,1.2,13.2,.,2.0,-3.8,0.3,-17.3,17.3
CCOc1ccccc1-n1c(CNc2ccc(F)cc2)nnc1SCC(=O)NCc1ccco1,.,-11.4,1.7,-14.0,-13.4,-0.1,1.9,0.4,10.8,-10.8
CC1(C)CC(=O)C2=C(C1)Nc1ccccc1NC2c1cccc(F)c1 (stereo not given),-0.9,-6.3,6.0,-7.9,8.0,0.2,-2.1,-0.7,.,.
O=C(CSc1nc(O)cc(=O)n1-c1ccccc1)NCc1ccccc1,.,-13.0,24.7,-0.9,3.3,2.7,6.7,2.5,-13.5,13.5
CCN(C(=O)COC(=O)COc1ccccc1Cl)c1c(N)n(Cc2ccccc2)c(=O)[nH]c1=O,-0.6,-15.7,-8.8,-10.0,11.7,-4.7,5.4,0.0,20.9,-20.9
COCC(C)NC(=O)C1CC(c2cccc(Br)c2)=NO1 (stereo not given),-3.0,-11.1,7.1,9.3,.,-1.3,1.2,-0.4,-18.2,18.2
CC(=O)Nc1ccc(NC(=O)COC(=O)c2cc(S(=O)(=O)N(C)C)ccc2N2CCCC2)cc1,0.2,1.5,5.1,15.1,2.4,0.3,2.4,-1.6,41.7,-41.7
COc1ccc(C(=O)N2CCCC(CCC(=O)NCc3ccccc3F)C2)c(OC)n1 (stereo not given),2.3,-11.8,3.6,-7.9,0.1,1.0,-2.3,-0.6,18.4,-18.4
COc1ccc(N2CCN(C(CNC(=O)C(=O)NCC(OC)OC)c3ccco3)CC2)cc1 (stereo not given),-0.2,-12.7,-2.1,-7.1,-0.5,-0.9,1.2,-1.2,-22.8,22.8
Cc1c(NS(=O)(=O)c2cc(C(=O)NCc3cccc(Cl)c3)ccc2Cl)c(=O)n(-c2ccccc2)n1C,2.0,-8.6,-3.9,-11.1,-10.5,-1.8,-3.2,-0.2,-5.5,5.5
Cc1ccc(S(=O)(=O)N2CCN(C(=O)c3ccc4c(c3)OCO4)CC2)cc1,-0.7,-9.5,8.7,15.1,.,-1.8,-3.9,1.1,.,.
CCOc1ccccc1NC(=O)C1CCCC1,-1.2,-1.7,4.6,21.3,.,5.3,-5.9,0.8,-18.0,18.0
COc1cc2c(cc1OC)C(c1ccccc1Cl)N(C)CC2 (stereo not given),0.3,-0.9,0.5,-5.4,-5.3,-0.3,-1.1,0.9,8.5,-8.5
Cn1c(-c2ccccc2)cnc1SCc1nc2ccccc2c(=O)[nH]1,.,-1.8,2.7,-2.6,.,3.3,0.5,0.3,-8.9,8.9
CC1CCc2c(C(=O)Nc3ccccn3)csc2C1 (stereo not given),52.4*,-13.1,0.3,-5.2,74.8,-1.4,3.3,0.3,.,.
COc1ccccc1N1CCN(C(=O)CCNC(=O)c2ccco2)CC1,11.1,-3.2,3.5,-0.9,35.1,-5.0,-3.4,0.0,-7.4,7.4
COc1ccc(CNC(=O)Cc2cccs2)cc1OC,1.6,-4.8,7.0,-15.7,6.3,0.0,0.8,-0.1,-12.5,12.5
Cc1sc(N/N=C/c2cc([N+](=O)[O-])ccc2O)nc1-c1ccccc1,4.8,0.1,-0.6,-10.2,-16.3,0.8,-0.4,0.3,17.4,-17.4
